hgDAF12 agonist – hgDAF-12 agonism, primary luciferase screen; activation, % at 6.8 µM; AID 687014; 370,000 tested, 1.8% active; HEK293 GAL4-hgDAF12 UAS-luciferase reporter, agonist luminescence; normalized to butyrate control;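 active = activation above a cutoff set at the mean of all screened compounds plus 3 SD, cut at about 10% in these data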;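 note: 0% = DMSO wells and 100% = sodium butyrate wells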
ADAM17 inh – inhibitors of human ADAM17; 370,000 tested, 0.83% active; recombinant ADAM17, EDANS/DABCYL FRET peptide cleavage; inhibition, % at 6.95 µM; P78536; AID 720648;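 active = inhibition above the mean of compounds lying between control limits plus 3 SD, set per campaign, cut at about 8.5% in these data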;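 note: 0% = DMSO-only wells as the low control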
Target sequence (P78536 215-824 limits assumed): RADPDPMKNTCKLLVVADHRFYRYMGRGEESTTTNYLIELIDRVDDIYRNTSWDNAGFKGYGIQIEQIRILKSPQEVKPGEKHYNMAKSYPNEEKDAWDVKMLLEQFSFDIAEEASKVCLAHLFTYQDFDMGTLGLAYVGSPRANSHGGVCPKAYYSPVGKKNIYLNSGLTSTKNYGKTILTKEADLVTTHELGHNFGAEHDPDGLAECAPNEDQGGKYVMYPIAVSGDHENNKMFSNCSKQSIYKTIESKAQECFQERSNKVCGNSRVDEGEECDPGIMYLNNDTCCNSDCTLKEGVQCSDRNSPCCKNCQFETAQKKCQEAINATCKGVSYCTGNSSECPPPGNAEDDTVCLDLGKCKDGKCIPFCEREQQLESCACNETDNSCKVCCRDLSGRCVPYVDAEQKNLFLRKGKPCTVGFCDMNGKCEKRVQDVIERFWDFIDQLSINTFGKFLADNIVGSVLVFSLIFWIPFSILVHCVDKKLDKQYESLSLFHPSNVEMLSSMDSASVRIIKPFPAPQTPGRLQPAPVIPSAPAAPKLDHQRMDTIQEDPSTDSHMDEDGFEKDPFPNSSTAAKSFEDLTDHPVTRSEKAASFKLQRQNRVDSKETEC
PLC-gamma1 inh – PLC-gamma1 (human) inhibition, primary screen. P19174. purified PLC-gamma1, fluorogenic substrate, fluorescence. inhibition, % at 12.2 µM. 370,000 tested, 0.84% active. AID 720700; in the data active = inhibition above about 9.5%
ssDAF-12 act – activators of S. stercoralis DAF-12 nuclear receptor. AID 652126. activation, % at 6.8 µM. 370,000 tested, 1% active. HEK293 ssDAF-12/GRIP1 lit1-tk-luc reporter, luminescence; % of 3 µM dafachronic acid response;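 active = activation above the mean over all tested compounds plus 3 SD, cut at about 0.9% in these data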;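 note: 0% = DMSO-only wells and 100% = 3 µM delta7-dafachronic acid wells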
MBD2 inh – MBD2-methylated oligo binding inhibition | inhibition, % at 4.4 µM | TR-FRET, MBD2 binding to methylated oligonucleotide | 370,000 tested, 0.31% active; in the data active = inhibition above about 13%
DAX1 inh-1 – inhibits human nuclear receptor DAX1; inhibition, % at 6.75 µM; P51843; AID 504766; HEK293 Gal4-DAX1 luciferase reporter, luminescence; 340,000 tested, 0.99% active;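 active = inhibition above the mean over all tested compounds plus 3 SD, cut at about 4.2% in these data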;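 note: 0% = DAX1-transfected cells with DMSO and 100% = empty-vector control cells with DMSO; inhibition shows as a rise in luminescence from relieved DAX1 repression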
Target sequence (P51843 207-470 limits assumed): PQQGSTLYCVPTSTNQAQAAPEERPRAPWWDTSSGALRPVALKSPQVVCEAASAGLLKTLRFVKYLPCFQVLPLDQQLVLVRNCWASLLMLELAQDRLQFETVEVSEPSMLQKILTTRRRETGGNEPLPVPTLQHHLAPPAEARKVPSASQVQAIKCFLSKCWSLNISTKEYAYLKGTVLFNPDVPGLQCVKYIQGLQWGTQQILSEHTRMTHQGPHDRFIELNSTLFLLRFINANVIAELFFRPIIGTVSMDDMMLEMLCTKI
SMARCA2 activ – activators of SMARCA2 function; activation, % at 9.1 µM; AID 652017; MG213 cells, MMTV-luciferase reporter, dexamethasone, overnight; 370,000 tested, 1% active; in the data active = activation above about 7.8%;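 note: 0% = vehicle wells and 100% = reference activator wells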
hcDAF-12 act – activators of H. contortus DAF-12 nuclear receptor; 370,000 tested, 1.4% active; AID 652067; HEK293 hcDAF-12 lit1-tk-luc reporter, luminescence; 0% DMSO, 100% Δ7-dafachronic acid; activation, % at 6.8 µM;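 active = activation above the mean of all tested compounds plus 3 SD, cut at about 5.5% in these data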;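 note: 100% = response to 3 µM Δ7-dafachronic acid high control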
DAX1 inh-2 – DAX1 (NR0B1) inhibition, primary screen. inhibition, % at 6.8 µM. AID 652010. 370,000 tested, 1.1% active. HEK293T StAR-luciferase reporter, SF-1/DAX-1 repression relief;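 active = inhibition above the mean over all tested compounds plus 3 SD, cut at about 3.6% in these data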;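 note: 0% = DAX-1 cells with DMSO and 100% = cells lacking DAX-1 with DMSO; higher inhibition means more luminescence from relief of DAX-1 repression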
PLC-beta3 inh – inhibitors of human phospholipase C beta3; 370,000 tested, 0.18% active; Q01970; inhibition, % at 12.2 µM; AID 720704; Purified PLC-beta3, fluorogenic substrate, fluorescence; in the data active = inhibition above about 11%;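 note: 0% = median of compound wells on plate and 100% = full blocker control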
NR1D1 modulator – Rev-erb alpha (human) modulation; Rev-erbα–FITC-DNA binding, fluorescence polarization, 90 min; activity, % at 10 µM; 370,000 tested, 0.79% active;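 active = activity above about 14%, limit read from the data; passing the limit was not always enough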;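 note: 0% = DMSO wells with 35 nM protein and 100% = DMSO wells with 750 nM protein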
An asterisk follows results filed as active; / = not tested or not shown.

SMILES	hgDAF12 agonist	ADAM17 inh	PLC-gamma1 inh	ssDAF-12 act	MBD2 inh	DAX1 inh-1	SMARCA2 activ	hcDAF-12 act	DAX1 inh-2	PLC-beta3 inh	NR1D1 modulator
CCCCN(C(=O)C1CC(=O)N(c2ccc(OC)cc2OC)C1)c1c(N)n(CC(C)C)c(=O)[nH]c1=O (stereo not given)	0.0	-1	-1	-0.9	3	0.7	-1	0.4	1.2	-5	-1
CCOC(=O)c1oc2ccc(CNC(C)(C)C)c(Cl)c2c1C	3.5	2	12*	-1.9	-3	1.2	-1	0.2	0.0	6	-4
Cc1nn(Cc2ccc(Cl)cc2)c(C)c1NC(=O)CSc1nc2c(c(C(F)(F)F)n1)CCc1ccccc1-2	1.0	-1	3	-0.8	2	-0.4	-3	-1.0	-0.4	0	32*
CCOC(=O)c1oc2ccc(/C=N/O)c(Cl)c2c1C	9.3	0	-2	-0.8	-3	1.3	4	1.2	0.5	0	-5
N/C(Cc1cccc2ccccc12)=N\O	2.1	-5	-1	-0.4	0	0.3	-1	5.7*	0.7	-12	6
CCOC(=O)c1sc(C)c2c(=O)n(CC)nnc12	-0.7	-4	3	-1.2	-3	0.1	-3	-1.2	-1.2	-1	3
CC(C)Cc1nnc(NC(=O)c2cc3c(s2)CCC3)s1	4.6	-1	3	-0.6	0	4.0	3	-0.2	1.4	-12	1
CCn1c(SCC(=O)Nc2ccc3c(c2)OCCO3)nnc1C(C)C	1.8	-2	0	-1.1	6	2.3	-3	-0.7	-0.6	-3	-4
CC(=C\C(=O)O)/C(=C/c1ccco1)C(=O)O	1.6	-8	-3	-0.7	9	0.7	-3	-1.4	0.4	-14	-2
O=C(c1[nH]c(C(F)(F)F)nc1-c1ccccc1)N1CCN(c2ncc(C(F)(F)F)cc2Cl)CC1	-3.0	0	-2	-1.0	0	/	-2	1.6	1.5	-1	2
Cc1ccc(S(=O)(=O)Nc2cc(-c3nn(C)c(=O)c4ccccc34)ccc2N2CCOCC2)cc1	1.9	-5	-1	-1.1	5	0.0	-3	0.1	0.5	-4	-1
Cc1ccnc(Nc2nc(-c3sc(C)nc3C)cs2)c1	-3.5	-3	0	-3.0	-7	-5.9	-8	-3.8	-1.8	6	3
N#CC(C#N)=C1c2cc(S(N)(=O)=O)ccc2-c2ccc(S(N)(=O)=O)cc21	-3.5	-7	-2	-1.9	-8	-0.6	-2	-1.5	-0.9	-11	-3
CN(Cc1cccs1)C(=O)c1ccc(S(=O)(=O)NCc2ccco2)cc1	-1.1	1	3	-1.5	-1	0.0	-3	-1.5	0.0	1	8
CS(=O)(=O)Nc1ccc(S(=O)(=O)N2CCCCCC2)cc1	-1.8	0	0	-0.9	-7	-0.6	0	-2.0	-0.4	-5	2
COc1cc2nc(CN3CCN(S(=O)(=O)c4ccc(C)c(C)c4)CC3)[nH]c(=O)c2cc1OC	-0.9	-5	0	-1.6	-3	0.8	-4	-1.5	-0.3	2	-1
C=CCn1c(SCc2nc3cc(C(F)(F)F)ccc3c(=O)[nH]2)nc2sc(CC)cc2c1=O	-0.9	-5	-2	-1.3	1	1.9	-1	-2.3	0.0	-5	2
CCNC(=O)/C=C1\NC(C)(C)Cc2c1ccc1ccccc21	7.6	-10	-35	0.2	10	0.8	3	1.6	0.7	-42	-5
CNC(=S)N1CCN=C1Nc1nc(C)cc(C)n1	-4.3	-2	-1	-0.6	2	1.7	1	-0.1	1.3	1	3
COc1ccc([C@@H]2[C@@H]3C(=O)N(C(C)(C)C)C(=O)[C@@H]3[C@]3(Cc4ccccc4)C(=O)N(c4ccccc4)C(=O)N23)cc1	-0.3	-2	-1	-1.3	-3	2.3	0	-0.5	-0.3	0	-1
O=C(CN1CCCCCC1)Nc1ccc(Br)cc1	1.5	0	1	-1.7	-4	0.5	-2	0.2	-0.7	3	-1
O=C(C1=C[C@@H](C2CC2)C[C@@H](OCCCCO)O1)N1CCOCC1	2.2	1	2	-1.3	-1	-0.6	1	-1.7	0.5	5	0
CC1CCN(c2ccc(C(=O)NCCc3ccccc3)cn2)CC1	3.9	0	-5	-1.5	0	-0.1	6	-0.5	1.7	-3	-1
O=C(N/N=C(/c1ccccc1)c1ccncc1)c1ccc2c(c1)OCO2	0.4	6	8	-1.4	-2	0.0	-1	-1.1	-0.8	7	0
O=C(NCCn1cc(SCC(=O)N2CCOCC2)c2ccccc21)c1c(F)cccc1F	-0.8	-2	1	-1.2	2	0.7	1	0.3	-1.1	4	4
(cont.)
SMILES	hgDAF12 agonist	ADAM17 inh	PLC-gamma1 inh	ssDAF-12 act	MBD2 inh	DAX1 inh-1	SMARCA2 activ	hcDAF-12 act	DAX1 inh-2	PLC-beta3 inh	NR1D1 modulator
CCOc1ccc(C(=O)N2CCN(c3cccc(C)c3C)CC2)cc1	1.4	5	-8	-0.2	-2	-1.0	-2	-2.9	-0.5	-3	5
CS(=O)(=O)N(CC(=O)NCC1CCCO1)c1cccc(Cl)c1 (stereo not given)	0.9	-3	0	-1.4	2	1.5	-1	-1.4	-0.7	0	2
Nc1ncn(C23CC4CC(CC(C4)C2)C3)n1	-0.3	-1	1	-0.9	2	-1.6	-4	0.2	-0.2	0	-1
Cc1ccc(C(=O)NC(=S)N(C)C2CCCCC2)cc1Br	2.9	1	1	-1.6	0	1.3	1	-0.7	-0.8	-2	-1
O=C(N/N=C/c1ccncc1)C1C2CCCCCCC21 (stereo not given)	-2.3	-2	-3	-1.1	-6	-0.6	2	-0.5	0.3	-3	-3
N#Cc1c(-c2ccccc2)nc(SCC(=O)N2c3ccccc3Sc3ccccc32)[nH]c1=O	5.0	0	-11	-1.6	-6	-0.5	-2	-0.7	1.1	-23	-3
COc1ccc2c(c1)[nH]c1c(=O)n(/N=C/c3ccc(OC)c(CN4CCCC4)c3)cnc12	5.3	-1	0	-1.3	-4	2.1	6	-0.5	1.1	-13	-8
CCCNC(=O)C1(C)CCCN(C(=O)c2ccc(F)cc2Cl)C1 (stereo not given)	1.1	0	-1	-1.2	1	/	-2	-2.2	0.4	1	-8
O=C1CC(c2ccccc2)NC(=O)N1 (stereo not given)	-0.2	-2	1	-1.5	-6	0.4	0	-1.1	-0.5	2	-8
CC12C=CC(=O)C=C1CCC1C3CCC(O)(C(=O)CO)C3(C)CC3OC312 (stereo not given)	0.0	0	0	-1.7	5	3.7	0	-0.5	-1.0	-5	1
C=COCCCNc1ncnc2sc(-c3ccccc3)cc12	-3.1	-81	-9	-2.0	2	-2.3	-5	-4.0	-1.4	-21	1
CC(OC(=O)c1cccc(S(=O)(=O)N2CCCCC2)c1)C(=O)NCC1CCCCC1 (stereo not given)	0.1	4	9.9*	-0.3	-3	-1.9	-3	0.4	2.6	0	3
CCN(CC)S(=O)(=O)c1ccc(NC(=O)c2ccc(Sc3nncn3C)c([N+](=O)[O-])c2)cc1	5.3	0	3	-1.3	1	0.7	-2	-4.0	-0.6	2	-7
Oc1c(Br)cc(Br)cc1/C=N/c1nccs1	0.3	-4	-22	-0.6	-1	0.0	0	-1.8	0.9	-25	2
CN1CCN(C(=S)SCC(=O)N2CCCc3ccccc32)CC1	0.6	0	1	-1.2	-3	0.5	-1	-0.8	-0.1	-7	-5
Cc1ccnc(N2CCC(C(=O)NNC(=O)c3ccccc3)CC2)n1	-0.8	-13	-9	-1.6	0	-0.6	-3	-1.9	0.8	-10	1
NC(=O)CCN1CCN(C(=O)c2ccc3nc(Cc4cccc(Cl)c4)oc3c2)CC1	-0.4	5	-6	-1.1	-3	0.7	-1	-0.4	1.8	-22	2
O=C(COC(=O)/C=C/c1ccc2c(c1)OCO2)Nc1ccccc1	3.1	-30	-63	-1.3	-9	-0.1	3	-0.8	0.9	-87	0
COC(=O)CC1COc2ccccc2N1C(=O)c1ccc(OC)cc1 (stereo not given)	1.4	-2	1	-0.8	4	0.5	-3	-0.9	-0.5	0	0
COc1cccc(C(=O)NNC(=O)CCC(=O)O)c1	-1.0	7	9.9*	-1.2	-1	-1.1	-3	-1.0	1.3	-3	-1
Cc1ccc(O)c(C(=O)c2cnc3c(c2)c(C)nn3-c2ccccc2)c1	-0.8	0	1	-1.1	5	-0.1	-1	-1.4	-0.1	3	-1
COc1cc([N+](=O)[O-])ccc1NC(=S)NCc1ccccn1	-0.7	-3	-1	-0.2	-3	0.3	1	-1.6	0.2	-1	2
S=C(NCc1ccccc1)NCc1ccccc1	-0.1	-1	2	-1.7	2	-1.5	-1	1.6	0.5	0	-1
CCC(=O)Nc1cccc(C(=O)/C=C/c2ccccc2)c1	0.9	0	-2	-1.7	-6	-2.2	3	-1.0	-0.1	0	9
CCc1ccccc1NC(=O)CN(C)C(=O)Cn1cc(C(F)(F)F)cc(Cl)c1=O	-1.1	-5	-4	-1.1	3	1.5	0	-0.4	-0.4	-11	1
The results go on:
SMILES	hgDAF12 agonist	ADAM17 inh	PLC-gamma1 inh	ssDAF-12 act	MBD2 inh	DAX1 inh-1	SMARCA2 activ	hcDAF-12 act	DAX1 inh-2	PLC-beta3 inh	NR1D1 modulator
Cc1ccc(S(=O)(=O)N2[C@@H](c3ccc(Cl)cc3)C(C(=O)O)=CC[C@H]2c2ccc(Cl)c(Cl)c2)cc1	-1.1	2	1	-1.1	-3	0.2	-1	-0.4	-0.6	-3	0
Cc1ccc(-c2nnc3ccc(SCC(=O)NCc4ccco4)nn23)cc1	1.9	-21	-124	-1.1	13	0.3	-2	2.1	0.3	-166	-3
O=C(Nc1ccccc1Cl)c1cccc(NC(=O)c2cccs2)c1	0.4	5	6	-1.1	-1	-0.8	-2	-0.1	-1.4	-4	-8
COC1=C[C@H](C(=O)NCCNC(C)=O)[C@@]2(C)Cc3ccccc3[C@H]2CC1=O	-3.6	0	1	-1.1	1	/	-3	-1.6	0.3	0	-2
COc1ccc(CN2CCN(c3ccccn3)CC2)c(OC)c1	0.7	4	10*	-1.8	0	-1.1	-4	0.3	-0.3	3	2
O=C(NCCC(F)(F)F)c1cccc2c(-c3ccc(F)c(F)c3)coc12	1.0	4	3	-1.7	0	/	-7	-1.2	-3.1	-7	-3
O=C1OCCC1=CN1CCCCC1	-0.3	-7	6	-0.9	-1	0.4	-2	-1.1	-0.5	0	-1
O=C(CCN1C(=O)C2C3C=CC(C4CC34)C2C1=O)Oc1cccc2cccnc12 (stereo not given)	-0.4	1	0	-1.0	-4	0.9	-1	-0.1	-0.3	3	0
CCN1C(=O)N[C@@H](c2cccc(C(F)(F)F)c2)[C@@H](C(=O)OC)[C@H]1C	1.5	1	3	-1.3	-5	-0.5	1	-0.3	-0.5	2	-1
